DNMT1 block – inhibitors of human DNMT1. P26358. DNMT1 molecular beacon, Hinp1I cleavage, fluorescence. inhibition (reported as % activation of signal), % at 10 µM. actives 0.83% (n = 360,000). AID 588458; in the data active means inhibition above about 50%
Target sequence (P26358 504-1616 limits assumed): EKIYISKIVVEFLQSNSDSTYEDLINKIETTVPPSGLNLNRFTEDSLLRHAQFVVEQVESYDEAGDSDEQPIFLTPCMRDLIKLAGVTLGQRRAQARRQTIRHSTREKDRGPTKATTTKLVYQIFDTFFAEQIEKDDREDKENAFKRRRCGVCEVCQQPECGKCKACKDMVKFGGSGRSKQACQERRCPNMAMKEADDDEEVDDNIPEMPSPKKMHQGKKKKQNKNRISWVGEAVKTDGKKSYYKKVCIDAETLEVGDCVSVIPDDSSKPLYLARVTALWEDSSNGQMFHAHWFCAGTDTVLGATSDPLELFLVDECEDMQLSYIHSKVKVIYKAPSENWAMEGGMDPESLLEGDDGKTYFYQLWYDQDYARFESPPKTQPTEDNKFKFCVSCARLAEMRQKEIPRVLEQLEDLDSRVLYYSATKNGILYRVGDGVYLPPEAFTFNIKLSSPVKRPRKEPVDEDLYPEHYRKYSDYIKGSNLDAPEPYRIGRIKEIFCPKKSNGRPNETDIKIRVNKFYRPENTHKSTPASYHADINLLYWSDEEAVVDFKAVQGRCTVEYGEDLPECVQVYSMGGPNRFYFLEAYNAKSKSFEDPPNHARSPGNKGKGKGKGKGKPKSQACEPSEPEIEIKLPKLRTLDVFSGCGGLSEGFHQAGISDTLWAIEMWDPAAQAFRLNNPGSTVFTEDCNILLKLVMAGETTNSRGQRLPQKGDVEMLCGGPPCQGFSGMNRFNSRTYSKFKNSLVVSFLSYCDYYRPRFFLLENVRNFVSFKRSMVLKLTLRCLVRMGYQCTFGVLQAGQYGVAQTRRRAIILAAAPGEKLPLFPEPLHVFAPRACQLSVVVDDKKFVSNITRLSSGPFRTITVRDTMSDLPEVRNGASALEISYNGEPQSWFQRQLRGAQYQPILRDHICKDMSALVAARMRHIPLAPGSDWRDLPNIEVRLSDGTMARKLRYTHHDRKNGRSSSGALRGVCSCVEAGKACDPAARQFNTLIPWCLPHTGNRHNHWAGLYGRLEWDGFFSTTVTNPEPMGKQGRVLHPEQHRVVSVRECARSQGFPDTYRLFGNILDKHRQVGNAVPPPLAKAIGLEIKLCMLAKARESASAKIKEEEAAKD
Scp-1 inhibitor – inhibitors of human Scp-1 phosphatase; Q9GZU7; Recombinant Scp1, phosphopeptide, malachite green phosphate absorbance; actives 0.88% (n = 340,000); inhibition, % at 20 µM; AID 493091;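 active means inhibition above about 50% at 20 µM, limit read from the data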;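 further: plate controls were DMSO wells with enzyme for no effect and wells lacking enzyme for full effect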
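Times: enzyme reaction 45 min at room temperature, colour 5 min, stabilisation 30 min. Material: SCP-1 catalytic fragment, aa 76-261. Medium: Acidic Tris acetate buffer with magnesium and detergent. Signal: colorimetric free-phosphate detection, absorbance 630 nm. Read-out basis: % inhibition of SCP-1 phosphate liberation. Reagent: Phosphorylated 17-residue peptide substrate.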
SUMO1-SIM PPI – SUMO1-SIM interaction modulation. P63165. SUMO1 binding to a labelled peptide, TR-FRET, 1 h. inhibition, % at 20 µM. actives 0.33% (n = 360,000); in the data active means inhibition above about 37%
CendR NRP1 mod – NRP-1/CendR interaction modulation. inhibition, % at 25 µM. O14786. AID 602438. FAM-RPARPAR peptide binding to NRP-1, fluorescence polarization. actives 0.85% (n = 360,000);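 active means inhibition or corrected inhibition above about 18%, plus a signal ratio from 0.5 to 1.5, limit read from the data, passing the limit was not always enough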; further: strong numbers were not always called active
MsrA inhibitor – inhibits bovine methionine sulfoxide reductase A. purified bovine MsrA, absorbance read-out. inhibition, % at 15.5 µM. actives 0.75% (n = 360,000). AID 651718; in the data active means inhibition above about 4.5%;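 further: 0% = vehicle wells with enzyme and 100% = reference inhibitor wells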
TbMetRS inhib – blocks T. brucei methionyl-tRNA synthetase activity; actives 0.4% (n = 360,000); inhibition, % at 11.9 µM; purified T. brucei MetRS, ATP depletion, Kinase-Glo luminescence; AID 624268;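 active means inhibition above a per-plate cutoff of the control wells' mean inhibition plus 3 SD, cut at about 5.5% in these data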;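 further: 0% = DMSO wells median and 100% = median of wells with control inhibitor compound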
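Test system – parasite MetRS enzyme · Reagent – substrates ATP, L-methionine and bulk Escherichia coli tRNA · Doses – 11.9 µM compound single dose, 0.9% DMSO · Times – 15 min enzyme-compound preincubation, 2 h reaction, 10 min detection, 25 °C · Signal – Kinase-Glo luminescence, ATP depletion format · Controls – DMSO-only wells as low control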
LMPTP block – LMPTP (human) inhibition | P24666 | inhibition, % at 20 µM | recombinant LMPTP-A, OMFP fluorogenic substrate, fluorescence intensity | actives 0.22% (n = 360,000);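 active means compounds that cut the enzyme signal by at least half of the control window in the single-dose screen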;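 further: plate controls were DMSO wells with enzyme plus substrate for no effect and substrate without enzyme for full effect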
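Material: LMPTP-A; amount: 0.625 nM enzyme; doses: single 20 µM dose; times: reaction 50 min, room temperature, dark; technique: fluorescence intensity of OMFP turnover product; benchmarks: no-enzyme and uninhibited controls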
eLon inh – E. coli protease La inhibition | P0A9M0 | purified E. coli Lon protease, fluorescence polarization | inhibition, % at 7.94 µM | actives 0.42% (n = 360,000) | AID 602123; in the data active means inhibition above about 13%, passing the limit was not always enough;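 further: 0% = enzyme with probe and DMSO and 100% = no enzyme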
STEP block – STEP (human) phosphatase inhibition | recombinant STEP, OMFP fluorogenic substrate, fluorescence | inhibition, % at 20 µM | actives 0.25% (n = 360,000);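 active means inhibition at 20 µM, scaled per plate between control wells, above about 37%, limit read from the data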;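 further: 0% = DMSO with enzyme and substrate and 100% = substrate only without enzyme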
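medium = Bis-Tris buffer pH 6.0, 2.5 mM DTT, 0.005% Tween 20 | test system = STEP (striatal-enriched tyrosine phosphatase) enzyme, cell-free | measure = normalized % inhibition | compound dosing = 20 µM, 1% DMSO | also added = 25 µM OMFP | schedule = reaction 20 min, ambient temperature | measured by = fluorescence read at 480 nm ex / 540 nm em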
bovine MsrA act – bovine methionine sulfoxide reductase A activation. purified bovine MsrA, absorbance read-out. activation, % at 10.6 µM. actives 0.3% (n = 360,000); in the data active means activation above about 7.5%;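 further: 0% = vehicle and 100% = reference activator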
An asterisk follows results filed as active; x = not tested or not shown. Random draw from the library (roughly 4.3% active in at least one column).

SMILES	DNMT1 block	Scp-1 inhibitor	SUMO1-SIM PPI	CendR NRP1 mod	MsrA inhibitor	TbMetRS inhib	LMPTP block	eLon inh	STEP block	bovine MsrA act
COc1cc2c(cc1OC)C(C)N(C(=O)c1ccc(Cl)c(S(=O)(=O)N3CCCCC3)c1)CC2 (centres undefined)	0	-5	8	-2	0.0	0.0	2.1	-2	0	-2
CCn1c(COc2ccccc2C)nnc1SCC(=O)O	0	-3	-1	2	0.5	-0.5	-0.7	1	4	-1
CCn1nnnc1NC(=O)c1ccc2ccccc2c1	1	2	-6	4	1.8	-0.7	-2.1	-4	2	-4
Cc1ccc(CN2CC(=O)N3[C@H]4c5ccccc5OC[C@@H]4[C@H](c4ccccc4)[C@]3(C)C2=O)cc1	-16	-4	1	11	0.1	-0.2	0.5	-8	0	-8
COc1cccc(C2(c3cccc(OC)c3)CC2C(=O)Nc2cccc3ccccc23)c1 (centres undefined)	9	-17	-5	9	-0.7	1.1	0.4	3	2	-2
CCOc1ccc2nc(N(CCCN(C)C)C(=O)c3ccc(C(=O)c4ccccc4)cc3)sc2c1	-1	65*	-36	8	-0.3	-1.5	0.5	-8	1	-10
Cn1ncc(Cl)c1C(=O)N/N=C/c1ccccn1	1	-8	-9	-4	0.4	0.3	-1.6	4	0	-2
Cc1ccc(C(=O)N2CCCC(N3CCN(c4cccc(C(F)(F)F)c4)CC3)C2)s1 (centres undefined)	1	-7	5	8	0.5	0.5	0.9	2	1	-1
Cc1ccc(CN2CCC(c3cc(-c4cccs4)n[nH]3)CC2)cc1	-1	-7	-1	4	0.4	0.1	0.3	-2	0	-2
Cc1cccc(N(C(=O)CNC(=O)c2cccs2)C(C(=O)NC2CCCC2)c2ccncc2)c1 (centres undefined)	-1	-1	5	2	-0.1	0.4	1.0	-24	-2	-2
CC12CN3CC(C)(CN(C1)C3c1ccc3c(c1)OCO3)C2=O (centres undefined)	-1	-11	4	13	-0.5	0.3	0.6	1	2	-4
OC(c1ccccc1)c1nc(/C=C/c2ccccc2)cs1 (centres undefined)	2	x	-27	5	0.1	-0.4	2.2	0	0	0
COc1ccc(CNC(=O)Nc2ccc3c(c2)c(=O)n(C)n3Cc2cccc(C(F)(F)F)c2)cc1	-3	x	-3	5	-0.6	0.8	0.0	-4	-3	-2
COc1ccc2c(c1)N(C)C(=O)CC(c1ccccc1)=N2	1	-6	-8	-15	1.5	-0.6	-0.1	-2	5	-5
Brc1ccc(N=C/C=C/C=C/Nc2ccc(Br)cc2)cc1	-1	-11	-12	-6	-0.8	0.2	0.0	-6	2	-2
Cc1ccc(N(Cc2cc3cc(C)ccc3[nH]c2=O)S(=O)(=O)c2ccccc2)cc1	-2	8	6	0	0.1	-1.3	0.5	-6	1	-8
CCN(CC)c1ccc(/C=N/NC(=O)Cc2cccs2)cc1	-2	8	-12	-1	3.5	0.2	0.2	-2	2	-5
CC(NC(=O)C1CCN(S(=O)(=O)N2CCCCCC2)CC1)c1ccccc1 (centres undefined)	4	-3	3	-6	-1.1	-0.6	0.0	-9	0	-2
CCCOc1cccc(C2/C(=C(/O)c3ccc4c(c3)CC(C)O4)C(=O)C(=O)N2CCN2CCOCC2)c1 (centres undefined)	-1	-3	-7	5	1.3	-0.4	-0.3	2	0	-3
CCOc1ccccc1NC(=O)C1CCCN1S(=O)(=O)c1ccccc1C(F)(F)F (centres undefined)	-1	-5	5	-3	-0.7	0.0	0.6	-3	1	-3

A draw from above in order of SMILES length, highest first:
SMILES	DNMT1 block	Scp-1 inhibitor	SUMO1-SIM PPI	CendR NRP1 mod	MsrA inhibitor	TbMetRS inhib	LMPTP block	eLon inh	STEP block	bovine MsrA act
Cc1ccc(CN2CC(=O)N3[C@H]4c5ccccc5OC[C@@H]4[C@H](c4ccccc4)[C@]3(C)C2=O)cc1	-16	-4	1	11	0.1	-0.2	0.5	-8	0	-8
CCCOc1cccc(C2/C(=C(/O)c3ccc4c(c3)CC(C)O4)C(=O)C(=O)N2CCN2CCOCC2)c1 (centres undefined)	-1	-3	-7	5	1.3	-0.4	-0.3	2	0	-3
COc1ccc(CNC(=O)Nc2ccc3c(c2)c(=O)n(C)n3Cc2cccc(C(F)(F)F)c2)cc1	-3	x	-3	5	-0.6	0.8	0.0	-4	-3	-2
Cc1ccc(C(=O)N2CCCC(N3CCN(c4cccc(C(F)(F)F)c4)CC3)C2)s1 (centres undefined)	1	-7	5	8	0.5	0.5	0.9	2	1	-1
COc1cccc(C2(c3cccc(OC)c3)CC2C(=O)Nc2cccc3ccccc23)c1 (centres undefined)	9	-17	-5	9	-0.7	1.1	0.4	3	2	-2
CC(NC(=O)C1CCN(S(=O)(=O)N2CCCCCC2)CC1)c1ccccc1 (centres undefined)	4	-3	3	-6	-1.1	-0.6	0.0	-9	0	-2
CC12CN3CC(C)(CN(C1)C3c1ccc3c(c1)OCO3)C2=O (centres undefined)	-1	-11	4	13	-0.5	0.3	0.6	1	2	-4
COc1ccc2c(c1)N(C)C(=O)CC(c1ccccc1)=N2	1	-6	-8	-15	1.5	-0.6	-0.1	-2	5	-5
CCN(CC)c1ccc(/C=N/NC(=O)Cc2cccs2)cc1	-2	8	-12	-1	3.5	0.2	0.2	-2	2	-5
OC(c1ccccc1)c1nc(/C=C/c2ccccc2)cs1 (centres undefined)	2	x	-27	5	0.1	-0.4	2.2	0	0	0
CCn1c(COc2ccccc2C)nnc1SCC(=O)O	0	-3	-1	2	0.5	-0.5	-0.7	1	4	-1

New compounds follow:
SMILES	DNMT1 block	Scp-1 inhibitor	SUMO1-SIM PPI	CendR NRP1 mod	MsrA inhibitor	TbMetRS inhib	LMPTP block	eLon inh	STEP block	bovine MsrA act
CNC(=O)c1ccc(NC(=O)Nc2ccccc2)cc1	4	-6	1	-16	-0.2	0.9	-0.6	5	0	-3
COc1ccc(NC(=O)c2cc(-c3ccco3)nc3ccccc23)cn1	49	67*	-5	-13	0.5	-0.1	14	-2	4	-10
Nc1nc(SCc2nc3scc(-c4cccs4)c3c(=O)[nH]2)n[nH]1	2	-1	-3	0	0.3	-0.3	-7.4	-3	0	-2
CCN1CCCC1CNC(=O)C(=O)NCCc1ccc(OC)c(OC)c1 (centres undefined)	7	-7	4	-4	-0.4	-0.3	0.8	-2	-4	1
Nc1nc2nc(-c3cccs3)cc(C(F)(F)F)n2n1	2	-4	-26	8	2.2	-0.4	-2.3	-6	7	-4
CCN(CC)c1ccc(C(=O)N/N=C(\C)c2cccc(OC)c2)cc1	-2	-5	1	0	1.8	-0.6	-1.2	-4	-1	-2
N#Cc1cncc(-c2ccc3c(c2)OCCOCCOCCOCCOCCO3)n1	1	-2	-12	-4	3.2	-0.4	-0.9	8	-8	-5
CCOc1ncccc1C(=O)OCC(=O)N1CCN(S(=O)(=O)c2ccc(Cl)cc2)CC1	2	-4	4	10	-1.2	-0.2	-1.2	-2	1	1
COc1ccc(OC)c(Nc2nc(NCCC(C)C)nc(N)c2[N+](=O)[O-])c1	-2	-4	-2	9	0.3	0.4	1.6	-11	-1	-3
COc1ccccc1NC(=O)c1csc2c1CCCC2	-3	-7	1	-12	-0.9	0.2	0.1	-5	1	0
O=C(COC(=O)CNC(=O)c1ccc(Cl)c([N+](=O)[O-])c1)NNC(=O)c1ccccc1F	-5	-10	-25	4	-0.8	1.4	-0.7	-4	1	-2
COc1ccccc1NS(=O)(=O)c1ccc2oc(SCC(C)=O)nc2c1	-1	-6	10	5	0.9	0.0	0.0	4	-1	-2
COc1ccc(-c2nnc3n2CCCCC3)cc1OC	2	1	-4	-5	-0.5	-1.2	-0.7	0	8	-7
Cc1ccc(SCC(=O)N(C)C2CCS(=O)(=O)C2)c(C)c1 (centres undefined)	-4	5	-4	1	0.5	-0.4	0.4	-17	-3	-8
COc1cccc2cc(C(=O)N3CCN(c4ccccn4)CC3)c(=O)oc12	1	-9	-4	0	1.5	-0.5	-1.3	-3	4	-4
COc1ccc(N2CCN(S(=O)(=O)c3ccc(OC)c(C(=O)N4CCOCC4)c3)CC2)cc1	0	-8	-10	8	-1.1	-0.2	-0.4	4	-2	-2
Cc1ccc(C)c(S(=O)(=O)NCCOc2nc(NC(C)C)nc(NC(C)C)n2)c1	1	0	0	1	-0.4	0.1	-0.2	1	-1	-1
O=C(O)CCCCCNC(=O)c1ccc(Br)cc1	0	-6	-2	-8	0.9	-0.1	-1.2	-2	2	0
COc1ccc(CNC(=O)CCc2c[nH]c3ccccc23)cc1	1	-1	1	27*	0.5	-0.6	-0.7	8	-1	-1
Cc1nc2scc(C)n2c(=O)c1S(=O)(=O)Nc1ccc(N2CCOCC2)c(Cl)c1	3	3	4	6	0.3	0.1	1.3	-11	0	-2

Full records as entered above. Values in the order: DNMT1 block | Scp-1 inhibitor | SUMO1-SIM PPI | CendR NRP1 mod | MsrA inhibitor | TbMetRS inhib | LMPTP block | eLon inh | STEP block | bovine MsrA act
`CCn1nnnc1NC(=O)c1ccc2ccccc2c1` is listed with 1 | 2 | -6 | 4 | 1.8 | -0.7 | -2.1 | -4 | 2 | -4
`OC(c1ccccc1)c1nc(/C=C/c2ccccc2)cs1` (centres undefined) is listed with 2 | x | -27 | 5 | 0.1 | -0.4 | 2.2 | 0 | 0 | 0

Carrying on.
SMILES	DNMT1 block	Scp-1 inhibitor	SUMO1-SIM PPI	CendR NRP1 mod	MsrA inhibitor	TbMetRS inhib	LMPTP block	eLon inh	STEP block	bovine MsrA act
O=C(O)c1ccc(CNCc2c(Cl)cccc2Cl)cc1	2	-9	2	8	0.0	0.0	-0.9	2	-1	-2
Cc1cc2c(cc1C)C(c1cccc([N+](=O)[O-])c1)CC(=O)N2 (centres undefined)	-7	-7	-15	6	0.4	-0.5	1.5	-10	0	-1
Cc1ccc(S(=O)(=O)NCc2nc3ccccc3c(=O)n2N)cc1	-1	-3	-3	-4	0.6	0.3	-0.8	4	-2	1
Cc1cccc(C(=O)N2CCCC(N3CCN(c4cccc(Cl)c4)CC3)C2)n1 (centres undefined)	2	-9	10	-10	0.1	0.0	0.2	4	-2	17*
Cc1ccccc1OCC(=O)Nc1ccc(Cc2ccncc2)cc1	0	1	-4	-9	1.3	-0.7	2.4	0	-1	-4
COc1ccc(NC(=O)CCCSc2ccccc2)cc1	-2	27	-2	6	0.6	-0.2	0.8	-5	-2	0
CC1=NOC(=O)/C1=C/c1ccc2c(c1)OCO2	3	-9	7	-37	0.6	0.6	-1.3	4	-1	-1
Nc1ccc(C(=O)N/N=C/c2ccccc2)cc1	-2	-15	-5	5	3.4	-0.3	-1.0	-8	1	-4
COc1ccc(CCNC(=O)COc2ncnc3cc([N+](=O)[O-])ccc23)cc1	-5	-3	-23	14	-1.1	-0.3	0.0	-4	4	-8
Cc1cc(NC(=O)COc2coc(CN3CCN(c4ccccc4F)CC3)cc2=O)no1	0	-1	2	2	1.0	-0.3	0.1	-8	1	1

Compound activity: PubChem BioAssay, several laboratories
